Screening data deposited in PubChem by University of Kansas High Throughput Screening Laboratory.
Pf apPOL inh = Pf-apPOL DNA polymerase inhibition; inhibition, % at 10 µM; Recombinant Pf-apPOL, molecular beacon fluorescence, 1.5 h; 210,000 compounds, 0.25% hits; AID 1794808
mHTT CaM bind = inhibitors of human mutant huntingtin-calmodulin interaction. 190,000 compounds, 3.6% hits. AlphaScreen His-mHTT/GST-CaM binding, luminescence. inhibition, % at 15 µM;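 note: 0% = both proteins with DMSO and 100% = one protein alone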
Target sequence (P42858 whole entry, looked up, stated change not applied): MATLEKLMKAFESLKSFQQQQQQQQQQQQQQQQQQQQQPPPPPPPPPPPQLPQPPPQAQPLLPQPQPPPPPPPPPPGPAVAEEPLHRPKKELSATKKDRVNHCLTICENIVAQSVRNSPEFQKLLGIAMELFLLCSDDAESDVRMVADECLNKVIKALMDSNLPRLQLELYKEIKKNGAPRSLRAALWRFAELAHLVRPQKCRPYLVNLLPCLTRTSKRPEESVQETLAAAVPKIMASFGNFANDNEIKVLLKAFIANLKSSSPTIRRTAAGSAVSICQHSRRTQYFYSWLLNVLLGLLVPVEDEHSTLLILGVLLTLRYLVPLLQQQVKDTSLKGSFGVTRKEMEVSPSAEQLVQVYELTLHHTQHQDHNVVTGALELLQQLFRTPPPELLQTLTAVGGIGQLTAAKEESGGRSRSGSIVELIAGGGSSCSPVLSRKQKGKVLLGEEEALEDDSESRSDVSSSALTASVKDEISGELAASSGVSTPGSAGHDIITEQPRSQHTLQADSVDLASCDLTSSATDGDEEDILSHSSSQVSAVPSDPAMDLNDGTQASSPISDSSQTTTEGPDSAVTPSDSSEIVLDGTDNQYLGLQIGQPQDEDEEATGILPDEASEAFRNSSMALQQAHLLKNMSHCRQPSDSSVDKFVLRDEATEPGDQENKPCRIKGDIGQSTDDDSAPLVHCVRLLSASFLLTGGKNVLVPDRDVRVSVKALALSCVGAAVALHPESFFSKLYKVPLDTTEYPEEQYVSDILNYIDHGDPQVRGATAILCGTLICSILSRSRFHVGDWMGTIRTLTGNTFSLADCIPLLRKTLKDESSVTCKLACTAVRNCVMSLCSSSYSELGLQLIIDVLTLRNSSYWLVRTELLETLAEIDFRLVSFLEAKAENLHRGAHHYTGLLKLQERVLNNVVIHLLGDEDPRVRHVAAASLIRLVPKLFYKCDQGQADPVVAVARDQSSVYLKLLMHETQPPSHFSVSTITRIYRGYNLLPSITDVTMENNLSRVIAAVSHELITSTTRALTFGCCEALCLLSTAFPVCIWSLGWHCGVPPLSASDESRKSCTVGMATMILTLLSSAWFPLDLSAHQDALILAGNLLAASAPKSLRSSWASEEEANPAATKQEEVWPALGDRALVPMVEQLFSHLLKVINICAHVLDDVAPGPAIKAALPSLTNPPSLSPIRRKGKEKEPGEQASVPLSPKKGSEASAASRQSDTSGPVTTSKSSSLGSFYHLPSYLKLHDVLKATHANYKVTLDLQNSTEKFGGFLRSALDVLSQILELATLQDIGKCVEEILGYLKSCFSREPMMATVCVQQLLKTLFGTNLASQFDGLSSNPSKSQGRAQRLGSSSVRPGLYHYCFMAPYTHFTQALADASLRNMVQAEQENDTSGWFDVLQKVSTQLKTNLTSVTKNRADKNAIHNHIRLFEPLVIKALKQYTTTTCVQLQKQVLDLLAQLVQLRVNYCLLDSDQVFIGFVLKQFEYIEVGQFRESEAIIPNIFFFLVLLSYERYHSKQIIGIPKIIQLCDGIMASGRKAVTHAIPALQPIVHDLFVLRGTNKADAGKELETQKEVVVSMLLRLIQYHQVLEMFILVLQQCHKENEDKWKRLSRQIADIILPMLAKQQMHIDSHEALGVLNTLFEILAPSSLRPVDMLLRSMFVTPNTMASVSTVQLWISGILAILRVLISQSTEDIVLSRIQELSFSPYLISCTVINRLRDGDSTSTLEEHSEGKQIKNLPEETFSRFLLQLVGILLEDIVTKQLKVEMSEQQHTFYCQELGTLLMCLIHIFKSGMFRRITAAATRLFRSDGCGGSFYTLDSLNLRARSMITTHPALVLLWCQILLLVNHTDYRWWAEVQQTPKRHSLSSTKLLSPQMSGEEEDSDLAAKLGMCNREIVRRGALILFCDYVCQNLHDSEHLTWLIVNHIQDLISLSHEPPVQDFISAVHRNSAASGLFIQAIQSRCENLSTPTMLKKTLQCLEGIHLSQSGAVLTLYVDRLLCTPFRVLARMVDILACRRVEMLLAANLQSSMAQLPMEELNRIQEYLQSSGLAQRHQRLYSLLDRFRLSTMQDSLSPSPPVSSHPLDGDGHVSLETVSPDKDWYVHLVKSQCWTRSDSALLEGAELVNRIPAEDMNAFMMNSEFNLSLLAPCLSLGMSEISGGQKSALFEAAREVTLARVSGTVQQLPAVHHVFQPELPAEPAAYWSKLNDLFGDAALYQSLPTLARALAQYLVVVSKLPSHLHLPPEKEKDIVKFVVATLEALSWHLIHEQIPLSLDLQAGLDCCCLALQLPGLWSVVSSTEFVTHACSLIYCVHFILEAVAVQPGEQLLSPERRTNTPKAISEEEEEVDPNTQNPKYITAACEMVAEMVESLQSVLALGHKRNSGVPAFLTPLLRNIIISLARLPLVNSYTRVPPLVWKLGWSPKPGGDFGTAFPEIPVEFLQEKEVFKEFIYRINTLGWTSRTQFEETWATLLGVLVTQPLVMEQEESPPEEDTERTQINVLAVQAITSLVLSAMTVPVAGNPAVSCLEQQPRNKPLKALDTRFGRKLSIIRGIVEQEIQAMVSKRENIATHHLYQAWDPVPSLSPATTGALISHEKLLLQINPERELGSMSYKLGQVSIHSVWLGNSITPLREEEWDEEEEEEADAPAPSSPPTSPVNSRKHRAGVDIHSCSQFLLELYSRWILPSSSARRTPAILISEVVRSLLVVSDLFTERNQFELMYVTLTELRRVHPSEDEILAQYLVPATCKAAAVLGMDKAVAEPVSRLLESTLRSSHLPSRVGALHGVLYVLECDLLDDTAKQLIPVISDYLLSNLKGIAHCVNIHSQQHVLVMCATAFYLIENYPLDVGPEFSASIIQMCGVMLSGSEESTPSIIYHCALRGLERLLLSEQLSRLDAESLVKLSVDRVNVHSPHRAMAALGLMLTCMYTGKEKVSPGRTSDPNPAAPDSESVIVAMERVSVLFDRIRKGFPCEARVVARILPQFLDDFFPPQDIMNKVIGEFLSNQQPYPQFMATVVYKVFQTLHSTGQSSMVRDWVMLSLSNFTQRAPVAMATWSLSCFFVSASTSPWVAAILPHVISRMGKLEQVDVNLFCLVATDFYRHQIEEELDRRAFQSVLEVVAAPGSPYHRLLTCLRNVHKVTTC
Starred values were filed as active, the others as inactive; i = inactive; x = not tested or not shown; & = joins results of further samples. Cut-off read from the data, not from the text of the source: active = inhibition above about 50%; inactive = the rest.

SMILES	Pf apPOL inh	mHTT CaM bind
Cn1ncc(N2CCCC(C(=O)NC3CCCCCCC3)C2)cc1=O (centres undefined)	1	5
Cc1ccc(S(=O)(=O)N2CCc3nc(NC(=O)COc4ccccc4)sc3C2)cc1	-4	-3
Cc1cc(=O)[nH]c(SCC(N)=O)n1	x	-6
Cn1c(=O)c2c(nc(-n3ccnc3)n2Cc2ccc(Cl)cc2Cl)n(C)c1=O	-10	1
CCOc1cc(C=C2C(=O)OC(C)(c3ccccc3)OC2=O)ccc1O (centres undefined)	-5	7
CCC(=O)N1CCCC(c2nc(CCNC(=O)C3CC3)cs2)C1 (centres undefined)	-3	-2
CC1=C(C)CN(S(=O)(=O)c2ccccc2)S(NS(=O)(=O)c2ccccc2)=C1 (centres undefined)	-7	3
CCn1c(CC2CCN(C(=O)NCc3cccc(F)c3)C2)nc2cccnc21 (centres undefined)	-8	-5
O=C(CCn1ccc(=O)[nH]c1=O)Nc1cccc(-c2cn3c(n2)SCC3)c1	1	5
COc1ccc(-c2c(C)oc3cc(OCC(=O)c4ccccc4)ccc3c2=O)cc1OC	-10	0
Cc1cc(Cl)ccc1S(=O)(=O)N1CCCC1c1nc(-c2cccc(F)c2)no1 (centres undefined)	1	-1
N#Cc1c(N)nc(C(Cl)(Cl)Cl)nc1-c1ccccc1	-5	5
CCCCn1nc(CC(=O)O)c2ccccc2c1=O	-3	7
CCOC(=O)C(C#N)=CNCCc1ccc(Cl)cc1	-6	x
Cc1ccc(Cl)cc1N1CCN(CC(O)COc2ccccc2[N+](=O)[O-])CC1 (centres undefined)	6	91*
CCCCNC(=O)c1ccc2c(c1)N(C)C(=O)C1CCCCN21 (centres undefined)	0	-2
O=C(NC1CCCCCC1)c1cc2cc([N+](=O)[O-])ccc2oc1=O	-5	1
O=C(NCc1cccc(Cl)c1)C1CCCN(c2cnc3nccnc3c2)C1 (centres undefined)	-3	-5
COc1cccc(CC(=O)N2CCN(c3ncnc4c3CCC4)CC2)c1	-2	-3
COc1ccc(/C=C2/NC(=O)N(Cc3ccc(Br)cc3)C2=O)cc1	-4	0
COc1ccc(/C=C2/S/C(=N\O)NC2=O)cc1	0	i
O=C(Cn1cccc1-c1nnc(-c2ccccc2)o1)N1CCCc2ccccc21	3	-6
CC(C)(C)c1ccc(C(=O)Nc2ccc(S(=O)(=O)Nc3ncccn3)cc2)cc1	-4	-2
Cc1cc(N2CCN(c3ncccn3)CC2)nc2ccc(NC(=O)c3ccco3)cc12	-4	25
CNCC(O)CNC(C)(C)C (centres undefined)	2	-9
CCC(CC)C(=O)N1CCN(c2cccc(C)c2C)CC1	-2	-4
CCC(C)n1c(CCCO)nc2ccccc21 (centres undefined)	2	-6
O=C(CSc1ccc(F)cc1)N1CCOC(c2ccc(C(F)(F)F)cc2)C1 (centres undefined)	-8	-19
O=C(CSc1nnnn1-c1ccc(C(=O)O)cc1)Nc1ccccc1[N+](=O)[O-]	-3	-4
CC1(C(=O)NC2CCCCCCC2)Cc2ccccc2C(=O)N1Cc1ccco1 (centres undefined)	-2	-8
O=C1c2ccccc2C(=O)N1c1nc(-c2ccccc2)cs1	-2	7
COc1ccc(Cl)cc1C(=O)N1CCN(c2ncnc3c2nnn3-c2ccccc2)CC1	-2	8
O=C(Nc1cnc(N2CCOCC2)nc1)c1ccc(F)c(F)c1	-4	5
CC1=C(C(=O)Nc2ccccn2)C(c2cccnc2)C2=C(CCCC2=O)N1 (centres undefined)	-8	-2
COc1ccccc1NC(=O)c1cncc(OC(C)C)c1	2	-10
COCCCNC(=O)C1(C)CCC(=O)N1c1ccc(Cl)cc1C (centres undefined)	-1	-3
Cn1cnnc1SCC(=O)N1c2ccccc2Sc2ccc(C(F)(F)F)cc21	3	18
C=CCn1c(N)c(C#N)c2nc3ccccc3nc21	-3	-5
COCCCNC(=O)C1CCc2nc(N3CCN(C(C)=O)CC3)sc2C1 (centres undefined)	-2	6
COc1ccc2nc(N3CCCC(C(=O)NCCCN4CCOCC4)C3)sc2c1 (centres undefined)	-7	2
Nc1ccc(C2CC(=O)NC(=O)N2)cc1 (centres undefined)	7	-5
O=C(Nc1ccccc1)c1cccnc1N1CCOCC1	-2	-3
O=[N+]([O-])c1cc([N+](=O)[O-])c2oc(-c3ccccc3)c(Br)c2c1O	-1	96*
Cn1c(SCC(=O)Nc2nccs2)nc2ccccc21	4	-5
COCc1nn(C)c2c1CN(S(=O)(=O)c1cccc(C#N)c1)CC2	4	5
O=C(Nc1ccccc1[N+](=O)[O-])C1=C(O)CCn2c1nc1ccccc12	-10	0
CC(=O)N(C1=C(N(C)C)C(=O)c2ccccc2C1=O)c1ccc(F)c(F)c1	-12	12
COc1ccc(C(=O)NCCC2=CCCCC2)cc1[N+](=O)[O-]	-1	-2
CCCNC(=O)c1cccc(N2CCNC(c3ccccc3)C2)n1 (centres undefined)	-9	-2
CN1CCN(c2nc3c(c(=O)[nH]c(=O)n3C)n2CC(=O)c2ccc(Br)cc2)CC1	-15	-4
Cn1c(=O)oc2ccc(S(=O)(=O)Nc3ccc4c(c3)CCN4S(C)(=O)=O)cc21	x	3
O=C(O)C1NC(c2cc(Cl)ccc2O)C2C(=O)N(c3ccccc3)C(=O)C12 (centres undefined)	-2	-3
Cc1cccc(CCNC(=O)c2cn(C3CCCC3)c(=O)c3c2c2ccccc2n3C)c1	-6	3
C(=C\c1nc2ccccc2[nH]1)/c1nc2ccccc2[nH]1	-1	1
C=CCN1C(=O)C(O)(CC(=O)c2ccc(OC)c([N+](=O)[O-])c2)c2ccccc21 (centres undefined)	-1	15
Cc1cc(C)n(-c2ccc(C(=O)Nc3ccccc3-c3ccccc3)nn2)n1	2	-18
CCOc1nc(C#N)nc(N2CCCCC2)n1	x	-14
O=C(Nc1ccccc1)[C@@H]1CC=C[C@@H]2CCN(C3CCCCC3)C(=O)[C@@H]21	-6	-6
CCOCCCNC(=O)N1CC(CC)Oc2ccc(C)cc21 (centres undefined)	-6	-1
CCC(=NOC(=O)c1cccs1)c1ccc(-c2ccccc2F)cc1	-1	x

(list continues)
SMILES	Pf apPOL inh	mHTT CaM bind
CC(=O)N1CCc2nc3cc(-c4ccccc4Cl)[nH]n3c(=O)c2C1	2	-2
CCCCC(Sc1nc(-c2ccc(OC)cc2)nc2c1c(=O)n(C)c(=O)n2C)C(=O)O (centres undefined)	-4	16
O=C(CSc1nc2[nH]ncc2c(=O)n1-c1ccccc1)Nc1ccc([N+](=O)[O-])cc1Cl	4	33
N#Cc1ccccc1NC(=O)CSc1nsc(SCC(=O)Nc2ccccc2C#N)n1	4	5
Cc1ccccc1N(C)S(=O)(=O)c1ccc(Cl)cc1	-2	-14
CC(C)N(C(=O)Cc1ccccc1[N+](=O)[O-])C(C)C	-4	-4
CCC(=O)Nc1cc(C(=O)NCc2cc(F)cc(F)c2)c2ccc(C)nc2c1	0	54*
CCC(=O)N1CCc2cc(S(=O)(=O)NCC3CCCN3CC)ccc21 (centres undefined)	-10	1
COc1cc([N+](=O)[O-])cc2c1NC(c1cccc(Cl)c1Cl)C1CC=CC21 (centres undefined)	7	16
CC(C)(C)c1csc(NNC(=O)c2ccc(Cl)cc2)n1	-6	x
Fc1ccc(Cl)cc1-c1nnc(-c2ccc(-n3ccnc3)nc2)o1	-2	6
CC1=C(C(=O)OCC2CCCO2)C(c2ccc(C)o2)C2=C(CC(C)(C)CC2=O)N1 (centres undefined)	x	11
CC(=O)C1=C(C)NC(SCC(N)=O)=C(C#N)C1c1cccc([N+](=O)[O-])c1 (centres undefined)	-3	0
COC(=O)c1sc(SC)c(C(C)=O)c1C	6	x
Nc1nnc(CCCn2c(-c3nonc3N)nc3ccccc32)s1	-5	2
CC(=O)c1cccc(NC(=O)c2ccc(C)cc2Cl)c1	-4	-9
Clc1ccc2nc(CSc3nncn3-c3ccccc3)c(Br)n2c1	3	-1
CN(C)C(=O)c1cc2c(s1)CCC(C(=O)NC1CCN(Cc3ccccc3)CC1)C2 (centres undefined)	-5	4
CCN1CCC2(CC1)N=C(c1cc(Cl)ccc1O)CC(c1ccc(OC)cc1)N2 (centres undefined)	-3	100*
Cc1ccc(NC(=O)/C(=C\c2ccc3c(c2)OCO3)NC(=O)c2ccc(C)c(C)c2)cc1	6	-2
COc1ccccc1OCC(O)CN1CCN(CC(=O)Nc2c(C)cccc2C)CC1 (centres undefined)	5	x
COc1ccc(OC)c(NC(=O)CSc2ncnc3c2sc2ccccc23)c1	0	-2
Cc1cccc(NC(=O)N2CCn3cccc3C2Cc2ccccc2)c1 (centres undefined)	-6	6
COc1nccc(N2CCC(CC(=O)NCc3cccnc3)CC2)n1	-2	0
CC(=O)N(Cc1c(-c2ccc(F)cc2)noc1N1CCN(C)CC1)C(C)C	0	14
O=[N+]([O-])c1ccc(Cl)c(Nc2nc3nonc3nc2Nc2cc([N+](=O)[O-])ccc2Cl)c1	x	98*
O=C(Nc1ccccc1-c1nc2ccccc2[nH]1)C1CC1	-5	6
CN1CCC(NC(=O)C2CCN(c3nc4ccc(-c5ccccc5)nc4s3)CC2)CC1	6	14
COc1ccc(NC(=O)N2CCc3c(nc[nH]c3=O)C2)cc1Cl	-9	2
O=[N+]([O-])c1ccccc1S(=O)(=O)N1CCN(Cc2ccccc2Cl)CC1	-1&-9	16&16
Cc1cccc(O)c1N=Cc1cc(Cl)cc(Cl)c1O	11	7
O=[N+]([O-])c1ccc(N2CCN(Cc3ccc(Br)s3)CC2)cc1	0	23
Cc1ccccc1-c1noc(Cn2ccnc2C)n1	-6	-2
O=C(O)CN1C(=O)c2cccc(Oc3ccc(Cl)cc3)c2C1=O	-1	4
COc1ccc(-c2nnc(N3CCC(C(=O)NCc4ccc5c(c4)OCO5)CC3)o2)cc1	2	19
N#Cc1cccc(CS(=O)(=O)c2ccccn2)c1	0	x
CC(CC(=O)Nc1ccc(F)c(F)c1)c1ccccc1 (centres undefined)	-148	-12
CCC(C)NC(=O)N1CCc2c(c(-c3nc(C4CC4)no3)nn2C)C1 (centres undefined)	1	1
NC(=O)CSc1nc2c(c(=O)n1-c1ccccc1)SCC2	-8	-12
NC1CCCN(c2cc(N3CCCC3)ncn2)C1 (centres undefined)	-10	-2
O=C1CC(c2ccc([N+](=O)[O-])cc2)=NN1	-4	12
CN1C(=O)/C(=N\OC(=O)c2ccccc2F)c2ccccc21	-1	i
Cc1nc(C(=O)N2CCC(c3nnc(-c4ccco4)s3)CC2)cs1	10	-1
Cc1ccc(-c2oncc2-c2nnnn2-c2ccc(Cl)cc2)cc1	3&-9	x
CC(C)NC(=O)c1cccnc1N1CCCCC1	-3	-6
Cc1ccc(S(=O)(=O)n2c([N+](=O)[O-])cnc2C)c(C)c1	0&-4	2&0
CCC(C)c1ccc(OCC(=O)Nc2cccc(C(=O)O)c2)cc1 (centres undefined)	-5	5
N#Cc1cccc(C(=O)N2CCC(CCOc3cccc(F)c3)CC2)c1	1	-15
COc1ccc(C(=O)N2CCN=C2SC)c(OC)c1	-5	0
O=C(C1CCC1)N1CCC(Oc2cccc(F)c2)CC1	-4	-3
O=C(Nc1cccc(F)c1)c1cc(S(=O)(=O)N2CCN(c3ccccn3)CC2)ccc1F	-6	36
O=S(=O)(NCc1ccccn1)c1cc(Cl)c(Cl)cc1Cl	-1	3
COc1cccc(NC(=O)c2cc(OC)c(OC)c(OC)c2Br)c1	-10	-2

In the list so far, 15 contain fluorine:
SMILES	Pf apPOL inh	mHTT CaM bind
CCn1c(CC2CCN(C(=O)NCc3cccc(F)c3)C2)nc2cccnc21 (centres undefined)	-8	-5
Cc1cc(Cl)ccc1S(=O)(=O)N1CCCC1c1nc(-c2cccc(F)c2)no1 (centres undefined)	1	-1
O=C(CSc1ccc(F)cc1)N1CCOC(c2ccc(C(F)(F)F)cc2)C1 (centres undefined)	-8	-19
O=C(Nc1cnc(N2CCOCC2)nc1)c1ccc(F)c(F)c1	-4	5
Cn1cnnc1SCC(=O)N1c2ccccc2Sc2ccc(C(F)(F)F)cc21	3	18
CC(=O)N(C1=C(N(C)C)C(=O)c2ccccc2C1=O)c1ccc(F)c(F)c1	-12	12
CCC(=NOC(=O)c1cccs1)c1ccc(-c2ccccc2F)cc1	-1	x
CCC(=O)Nc1cc(C(=O)NCc2cc(F)cc(F)c2)c2ccc(C)nc2c1	0	54*
Fc1ccc(Cl)cc1-c1nnc(-c2ccc(-n3ccnc3)nc2)o1	-2	6
CC(=O)N(Cc1c(-c2ccc(F)cc2)noc1N1CCN(C)CC1)C(C)C	0	14
CC(CC(=O)Nc1ccc(F)c(F)c1)c1ccccc1 (centres undefined)	-148	-12
CN1C(=O)/C(=N\OC(=O)c2ccccc2F)c2ccccc21	-1	i
N#Cc1cccc(C(=O)N2CCC(CCOc3cccc(F)c3)CC2)c1	1	-15
O=C(C1CCC1)N1CCC(Oc2cccc(F)c2)CC1	-4	-3
O=C(Nc1cccc(F)c1)c1cc(S(=O)(=O)N2CCN(c3ccccn3)CC2)ccc1F	-6	36
